SRC1 inh: human NCOA1 inhibition; Q15788; HEK293 GAL4-SRC1 luciferase reporter, luminescence; inhibition, % at 3.6 µM; 0.12% of 360,000 active; AID 588354;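 active = inhibition above the campaign mean plus 3 SD, with each screening campaign given its own cutoff, cut at about 60% in these data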;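 note: 0% = DMSO treated cells and 100% = gossypol at 36 µM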
C8 TRAIL sens: sensitizes caspase-8 expressing cells to TRAIL; inhibition (viability loss, TRAIL sensitization), % at 10 µM; 1% of 360,000 active; NB7+C8 cells + TRAIL, ATPlite viability luminescence;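 active = compounds causing at least 50% loss of cell viability in the single-dose screen, relative to plate controls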
Shn3 3UTR inh: reduces Shn3 3'UTR luciferase signal in osteoblasts; AID 588674; inhibition, % at 12.5 µM; Clone20 osteoblast Shn3 3'UTR firefly luciferase, 24 h; 0.52% of 360,000 active;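 active = mean inhibition of at least 75% with every replicate also reaching 75%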;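 note: 0% = median of neutral control wells and 100% = pilot-screen positive control compound; some compounds past the cut are filed as inactive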
NR5A2 inv ag: inverse agonists of human LRH-1 (NR5A2); O00482; HEK293T StAR-luciferase reporter, LRH-1 transfected, 24 h; inhibition, % at 3.6 µM; 0.13% of 360,000 active;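 active = inhibition above the mean inhibition of all tested compounds plus 3 SD, cut at about 73% in these data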;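 note: 0% = DMSO wells and 100% = reporter-only cells lacking LRH-1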
Target sequence (O00482 whole entry, looked up): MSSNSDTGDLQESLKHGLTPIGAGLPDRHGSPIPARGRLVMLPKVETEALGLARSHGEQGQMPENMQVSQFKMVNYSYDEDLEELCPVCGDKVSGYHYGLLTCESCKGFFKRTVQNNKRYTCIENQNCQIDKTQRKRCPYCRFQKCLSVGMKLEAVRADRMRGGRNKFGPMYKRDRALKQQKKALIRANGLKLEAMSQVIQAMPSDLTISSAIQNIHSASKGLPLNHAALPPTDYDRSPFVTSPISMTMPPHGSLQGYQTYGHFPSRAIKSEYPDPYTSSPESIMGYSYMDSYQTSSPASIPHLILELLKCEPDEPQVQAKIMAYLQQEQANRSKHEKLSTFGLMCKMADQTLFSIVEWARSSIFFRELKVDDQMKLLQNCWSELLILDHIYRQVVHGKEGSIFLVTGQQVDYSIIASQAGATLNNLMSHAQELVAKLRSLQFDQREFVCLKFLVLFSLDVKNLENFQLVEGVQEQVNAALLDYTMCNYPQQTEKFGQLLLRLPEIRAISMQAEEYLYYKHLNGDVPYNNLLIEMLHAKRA
COUP-TFII inh: inhibitors of human COUP-TFII (NR2F2); HEK293T NGFI-A luciferase reporter, luminescence; AID 686940; 0.7% of 370,000 active; inhibition, % at 8.6 µM;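 active = inhibition above a per-plate cutoff, mean inhibition of test wells between control levels plus 3 SD, cut at about 38% in these data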;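 note: cells cotransfected with COUP-TFII expression vector driving the NGFI-A reporter; 0% = median of COUP-TF2 test wells and 100% = reporter-only cells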
Target sequence (P24468 whole entry, looked up): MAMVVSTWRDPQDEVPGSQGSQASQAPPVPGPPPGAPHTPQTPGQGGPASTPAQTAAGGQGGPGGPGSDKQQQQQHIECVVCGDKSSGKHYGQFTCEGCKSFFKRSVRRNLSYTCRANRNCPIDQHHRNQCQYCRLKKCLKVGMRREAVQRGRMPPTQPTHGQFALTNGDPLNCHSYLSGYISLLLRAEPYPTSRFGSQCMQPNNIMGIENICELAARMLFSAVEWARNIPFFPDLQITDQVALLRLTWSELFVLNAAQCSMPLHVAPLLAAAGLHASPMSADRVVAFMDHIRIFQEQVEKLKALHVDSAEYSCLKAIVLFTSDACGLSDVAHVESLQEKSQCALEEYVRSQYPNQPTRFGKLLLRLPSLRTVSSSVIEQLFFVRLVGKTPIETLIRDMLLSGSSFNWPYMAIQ
LMP1 NFkB inh: Epstein-Barr LMP1 NF-kappaB reporter inhibition; 0.69% of 350,000 active; inhibition, % at 12.5 µM; LMP1-induced NF-kappaB luciferase reporter cells, luminescence; AID 504558; in the data active = inhibition above about 41%;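 note: 0% = neutral control wells and 100% = reference inhibitor control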
KKLEB tox: reduces viability of KKLEB cystic fibrosis airway cells | KKLEB CF airway cells viability, ATPlite luminescence, overnight; hits give low values; cells stimulated with P. aeruginosa culture filtrate | activity change (cytotoxicity), % at 5 µM | 0.36% of 360,000 active;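 active = corrected activity change at or below -50% at 5 µM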
CF NFkB block: blocks PAF-induced NF-kB reporter in cystic fibrosis cells. 0.86% of 360,000 active. KKLEB NF-kB-GFP reporter, GFP fluorescence overnight. inhibition, % at 5 µM;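 active = at least 50% inhibition at 5 µM, scaled per plate between neutral and stimulator controls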;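 note: PAF is a Pseudomonas aeruginosa culture filtrate used as stimulus; plate controls were PAF-stimulated DMSO wells for no effect and unstimulated DMSO wells for full effect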
TROY signal inh: TROY signaling inhibition; Q293 LMP1-TROYcd NF-kB luciferase reporter, 4 h; AID 1347056; 0.98% of 360,000 active; inhibition, % at 10 µM;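 active = compounds whose plate-normalised and pattern-corrected inhibition of the luciferase reporter signal at the single screening dose is 50% or more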
NCOA3 inh: inhibits human SRC3 coactivator. HEK293 GAL4-SRC3 luciferase reporter, luminescence. AID 588352. Q9Y6Q9. inhibition, % at 3.6 µM. 0.17% of 360,000 active;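 active = inhibition above a per-campaign cutoff, the mean of all compounds plus 3 SD, cut at about 60% in these data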;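 note: 0% = DMSO-treated cells and 100% = gossypol-treated cells at 36 µM; higher means less SRC3-driven luciferase light from the GAL4 reporter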
TWEAK Fn14 block: inhibitors of TWEAK-Fn14 interaction signaling; 2% of 360,000 active; inhibition, % at 10 µM; TWEAK-stimulated Fn14 reporter cells, luciferase luminescence, 8 h; in the data active = inhibition above about 50%
Active calls of the source: *; x = not tested or not shown.

entry	Structure	SRC1 inh	C8 TRAIL sens	Shn3 3UTR inh	NR5A2 inv ag	COUP-TFII inh	LMP1 NFkB inh
1	Cc1cc(C)c(NC(=O)CSc2nc(=O)n(CCN3CCOCC3)c3c2CCC3)c(C)c1	-9.8	2.6	-7.4	9.4	-10.4	6.1
2	NNC(=O)C1=NOC2COC3(CCN(c4ncccn4)CC3)OCC12 (stereo unspecified)	3.0	-1.2	-4.6	3.0	-12.6	-3.1
3	Cc1ccc(C)c(C2=NNC(=NCc3ccccc3)SC2)c1	-1.1	-8.7	3.9	13.4	15.5	9.8
4	CC1CCCN(C(=O)CSc2nnc(-c3ccco3)n2C)C1 (stereo unspecified)	18.8	-15.8	-5.4	-23.2	-11.9	-8.4
5	C[C@@H]1COc2cccc(N3CCN(Cc4ccccc4F)CC3)c2S(=O)(=O)N1	x	2.3	x	12.4	4.1	x
6	CC(C)c1ccc(/C=C/C(=O)Nc2ccc(CN3CCOCC3)cc2)cc1	5.1	6.9	-3.9	-1.5	13.7	x
7	CCn1c(SCC(=O)c2ccc(Cl)cc2)nnc1-c1ccoc1C	-3.4	-16.9	-18.0	5.0	19.1	-2.8
8	CNC(=O)CSc1nnc(-c2ccccc2F)n1CCc1ccccc1	3.0	-2.9	-4.7	6.8	14.7	-5.8
9	O=C(C(Cc1ccccc1)n1cccc1)N1CCN(C2CCCCC2)CC1 (stereo unspecified)	4.9	1.8	0.4	-2.6	17.6	8.7
10	COc1cc(C(=O)OCC(=O)NC23CC4CC(CC(C4)C2)C3)cc(OC)c1OC	-13.1	6.0	19.4	1.4	-3.9	-5.3
11	COc1ccc(CNC(=O)C(C)NC(=O)c2cc3ccccc3o2)cc1 (stereo unspecified)	-11.9	-4.8	-5.6	-18.5	-6.2	-6.2
12	COc1ccc(C(CC(=O)O)c2ccc3c(c2)OCO3)cc1 (stereo unspecified)	11.6	-10.8	-4.9	14.9	-13.6	7.7

entry	KKLEB tox	CF NFkB block	TROY signal inh	NCOA3 inh	TWEAK Fn14 block
1	7.0	14.1	-1.6	6.0	2.9
2	-8.9	12.1	-17.7	1.0	5.3
3	-3.7	-1.4	-5.9	-8.6	12.2
4	4.3	-10.7	0.7	-46.3	42.0
5	x	x	-11.8	x	22.8
6	-13.3	22.1	-15.1	16.3	21.5
7	4.4	-0.6	-8.6	7.4	-1.5
8	7.5	-15.6	0.9	1.6	-5.3
9	-14.8	11.3	-5.6	1.0	-6.5
10	2.5	-10.3	0.2	13.7	0.8
11	3.4	12.5	-18.7	-16.1	16.5
12	6.0	-1.8	10.2	9.6	1.8

Structural class, those above with a halogen (3)
entry	Structure	SRC1 inh	C8 TRAIL sens	Shn3 3UTR inh	NR5A2 inv ag	COUP-TFII inh	LMP1 NFkB inh
5	C[C@@H]1COc2cccc(N3CCN(Cc4ccccc4F)CC3)c2S(=O)(=O)N1	x	2.3	x	12.4	4.1	x
7	CCn1c(SCC(=O)c2ccc(Cl)cc2)nnc1-c1ccoc1C	-3.4	-16.9	-18.0	5.0	19.1	-2.8
8	CNC(=O)CSc1nnc(-c2ccccc2F)n1CCc1ccccc1	3.0	-2.9	-4.7	6.8	14.7	-5.8

entry	KKLEB tox	CF NFkB block	TROY signal inh	NCOA3 inh	TWEAK Fn14 block
5	x	x	-11.8	x	22.8
7	4.4	-0.6	-8.6	7.4	-1.5
8	7.5	-15.6	0.9	1.6	-5.3

The listing picks up; the 2 compounds before the break are reprinted first.
entry	Structure	SRC1 inh	C8 TRAIL sens	Shn3 3UTR inh	NR5A2 inv ag	COUP-TFII inh	LMP1 NFkB inh
11	COc1ccc(CNC(=O)C(C)NC(=O)c2cc3ccccc3o2)cc1 (stereo unspecified)	-11.9	-4.8	-5.6	-18.5	-6.2	-6.2
12	COc1ccc(C(CC(=O)O)c2ccc3c(c2)OCO3)cc1 (stereo unspecified)	11.6	-10.8	-4.9	14.9	-13.6	7.7
13	CCOC(=O)N1CCN(C(=O)c2ccc(C)c(S(=O)(=O)Nc3cccc(C)c3C)c2)CC1	-2.8	-14.3	-8.0	-0.2	17.4	1.5
14	Cc1ccc(NC(=O)Nc2cnccn2)cc1	-72.8	-12.0	-69.9	-53.1	-23.3	-24.3
15	Cc1csc(SCC(=O)Nc2ccc(C)c(F)c2)n1	-28.7	13.7	-22.4	-27.9	-12.8	-7.9
16	CCN(CC)C(=O)CSc1nnc(SC(C)C(=O)NC2CC2)s1 (stereo unspecified)	-17.8	6.2	-24.0	-22.1	4.2	0.0
17	S=c1[nH]nc(-c2cc(-c3ccccn3)nc3ccccc23)o1	7.2	-1.3	7.2	16.9	-1.0	-13.3
18	CCOC(=O)C(=O)N1c2ccccc2C(N(C(=O)C(=O)OCC)c2ccccc2)CC1C (stereo unspecified)	-0.3	3.6	-15.1	18.0	-6.5	-2.0
19	CCc1ccc(/C=N/NC(=O)c2nnn(-c3nonc3N)c2C(C)C)cc1	17.1	23.6	-5.7	8.1	-5.4	-14.2
20	CCCC1O[C@@H]2CC3C4CCC5=CC(=O)C=C[C@]5(C)C4C(OC(C)=O)C[C@]3(C)[C@]2(C(=O)COC(C)=O)O1 (stereo partly specified)	-14.6	6.0	17.7	-11.1	5.0	4.6
21	CCOc1ccc(Cc2nc(C)c(CC(=O)N3CCCCC3)c(=O)[nH]2)cc1	5.7	-10.8	7.4	13.1	-5.7	4.4
22	O=C(CN(Cc1ccc(F)cc1)C(=O)c1csnn1)NCc1ccccc1	-13.7	-14.7	-7.5	4.5	-14.9	-3.0
23	N#Cc1cccc(NC(=O)c2cc(C3CCCCN3S(=O)(=O)c3cccc4cccnc34)on2)c1 (stereo unspecified)	-22.9	6.2	-16.4	-4.3	6.5	x
24	O=C(N/N=C/c1cn(CC(=O)N2CCOCC2)c2ccccc12)c1cccnc1	8.9	4.3	5.7	-1.3	-5.9	6.5

entry	KKLEB tox	CF NFkB block	TROY signal inh	NCOA3 inh	TWEAK Fn14 block
11	3.4	12.5	-18.7	-16.1	16.5
12	6.0	-1.8	10.2	9.6	1.8
13	0.7	-4.2	5.7	-8.3	-7.3
14	-9.8	19.6	-76.9	-43.3	-6.2
15	6.8	-20.5	-31.3	-23.0	-8.4
16	5.8	-9.4	-8.2	-10.4	3.9
17	-12.9	4.7	0.3	16.6	-12.3
18	4.2	5.2	-6.4	9.6	15.7
19	0.4	2.9	-49.5	-11.8	-22.9
20	12.4	24.2	-0.7	-2.7	-9.6
21	8.5	12.2	-2.7	-2.4	-5.1
22	-15.8	-6.1	-0.1	6.0	-2.5
23	0.2	1.1	6.9	-30.5	32.7
24	-0.9	-6.8	-22.2	-10.6	-11.0

(further entries)
entry	Structure	SRC1 inh	C8 TRAIL sens	Shn3 3UTR inh	NR5A2 inv ag	COUP-TFII inh	LMP1 NFkB inh
25	CNCc1cc2ccc(C)cc2[nH]c1=O	2.1	1.5	3.0	-7.9	9.1	3.9
26	COc1ccc(CN(Cc2ccco2)S(=O)(=O)c2ccc(S(=O)(=O)N3CCCC3)cc2)cc1	-6.3	-1.5	3.7	9.4	9.6	2.5
27	O=C(CSc1nnc(NC(=O)c2ccccc2F)s1)NCc1ccco1	-85.1	39.5	-60.3	-81.5	-5.6	5.4
28	COc1ccc(Cl)cc1N(C)C(=O)CCc1nc(-c2ccc(C)cc2)no1	4.4	3.9	11.9	-2.5	23.0	-5.7
29	O=C(Oc1ccc(OC(=O)c2ccco2)c(S(=O)(=O)c2ccc(Br)cc2)c1)c1ccco1	-2.8	-3.1	-15.5	-3.0	x	0.4
30	CCCc1nc2c(C)cc(C)cc2c(N)c1CC	-23.3	3.9	10.7	3.1	-4.6	-5.6
31	COc1cc(N=Nc2ccc3ccccc3c2)ccc1O	-77.7	12.8	-136.9	-90.2	-41.8	-53.1
32	COCCn1c(SCC(=O)NCc2ccco2)nnc1C(C)C	-14.6	41.6	-13.4	-5.7	4.8	-3.3
33	O=c1c(Cc2ccc(Cl)cc2)c(O)ccn1Cc1cccc(Cl)c1	-5.2	2.5	-2.1	-7.0	5.3	-4.4
34	CC(C)C[C@H](NC(=O)N1CC(=O)Nc2ccccc21)C(=O)N[C@H](C(=O)O)c1ccccc1	-11.0	8.0	10.2	6.2	-5.2	-1.8
35	O=C(COc1ccc(=O)n(-c2ccccc2)n1)Nc1ccccc1	-15.0	5.7	-10.8	-21.3	-10.8	1.9
36	O=C(Nc1ccc(F)c([N+](=O)[O-])c1)C1CCCO1 (stereo unspecified)	-49.9	-13.1	-3.8	-12.2	23.1	4.5

entry	KKLEB tox	CF NFkB block	TROY signal inh	NCOA3 inh	TWEAK Fn14 block
25	2.1	-12.9	-9.3	6.7	-2.3
26	-19.4	19.1	-4.2	-14.9	-30.2
27	10.7	-17.3	-15.6	-64.9	8.5
28	-6.2	18.2	29.8	10.0	27.3
29	0.3	33.2	14.2	-16.4	21.7
30	1.8	3.0	3.4	-15.7	-9.9
31	-4.9	-21.8	-11.8	-77.3	-3.7
32	-2.0	-8.1	14.7	12.7	8.6
33	0.3	3.0	44.0	-3.5	-19.8
34	-0.3	1.1	-7.8	2.5	32.4
35	-6.1	18.3	-5.1	-10.5	14.0
36	-2.2	4.8	10.0	5.3	-1.1

Later entries:
entry	Structure	SRC1 inh	C8 TRAIL sens	Shn3 3UTR inh	NR5A2 inv ag	COUP-TFII inh	LMP1 NFkB inh
37	CC(C)c1ccccc1NS(=O)(=O)c1cccs1	7.3	-18.6	-8.8	-11.4	-4.0	1.7
38	CNc1nc(N)nc(OC(C(F)(F)F)C(F)(F)F)n1	-6.5	-3.8	3.8	1.9	12.8	-5.4
39	CCOC(=O)N1CCN(C(=O)CNCc2cccs2)CC1	-2.4	2.4	-4.8	6.2	19.5	3.6
40	COc1ccc(NS(=O)(=O)c2ccc(N)c(C(=O)O)c2)cc1	-8.1	-3.7	-4.8	13.7	-3.2	-5.9
41	CC1(c2ccc(OC(F)F)cc2)NC(=O)N(CC(=O)Nc2ccc(Cl)cc2F)C1=O (stereo unspecified)	0.7	25.8	0.1	21.0	-2.5	-7.7
42	Cc1ccc(NC2=NCC(=O)N2Cc2cccs2)cc1C	-11.3	-7.2	3.8	-0.3	-9.6	-3.1
43	Cc1ccc(C)c(-c2cc(C(=O)Nc3cccnc3)c3ccccc3n2)c1	1.3	10.2	-0.7	30.9	4.7	-5.7
44	CN1CCc2c(sc3c2c(=O)n(-c2cccc(Cl)c2)c2nncn32)C1	-0.8	10.1	-6.5	3.9	-6.2	3.1
45	CC(C)n1cc([C@@H]2C[C@H]3CN(Cc4cccc(Cl)c4)C(=O)[C@]34CCCN24)cn1	-0.5	-2.9	-1.5	-9.6	23.9	10.8

entry	KKLEB tox	CF NFkB block	TROY signal inh	NCOA3 inh	TWEAK Fn14 block
37	-6.0	-6.1	-6.9	6.5	4.9
38	-3.8	2.3	-1.4	4.4	7.2
39	5.7	-0.1	7.8	4.0	11.4
40	-6.7	2.8	-5.1	8.4	-1.9
41	1.2	-18.3	16.3	6.0	12.3
42	3.2	-22.9	-17.9	-2.0	-24.0
43	7.4	-24.9	-16.0	18.8	17.6
44	0.9	0.5	-13.4	0.6	4.4
45	7.8	-10.2	18.8	-2.1	-8.2

Only part of the results is shown. The share of hits here may be higher or lower than overall.
